# Integrin act MD: activates integrin-mediated alleviation for muscular dystrophy; alpha7betagal myoblasts, beta-gal FDG fluorescence, 48 h; Potency, µM (series often up to 38.3 µM), for the others: at the top dose activation, most hits filed as activators; hit rate 0.064% among 350,000; AID 624291;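 also: potency is read from the fitted curve at half-maximal effect; 100% = response of the positive control SU9516; nearly all actives have a fitted effect of over 60% in size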
#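 Alpha7betagal+/- myoblasts (passage 13) were plated 16-24 hr, then exposed to compounds (1:260 dilution of DMSO stock) for 48 hours at 37C. After MPER lysis, β-galactosidase reporter activity was read as FDG fluorescence (ex 480/em 540) after 30 minutes.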
# BRCA1 expr up: increases BRCA1 expression; MCF7-BRCA1-FFLuc reporter, luminescence, 48 h; response scale: scaled: vehicle 0%, 10 µM genistein 100%; hit rate 1.1% among 380,000; Potency, µM (series often up to 46.1 µM), for the others: top-dose activation, actives largely listed as activators; also: potency is read from the fitted curve at half-maximal effect; nearly all actives have a fitted effect of over 80% in size; some results filed as inactive show a strong effect at the top dose
#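 48 h compound treatment of MCF7-BRCA1-FFLuc cells (phenol-red free MEM, 37 °C), then 15 min with luciferase substrate and luminescence imaging.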
# B2AR arrestin: agonists driving beta-arrestin recruitment to human beta2-adrenergic receptor | P07550 | Potency, µM (titrated, usually from 46.1 µM), for the others: top-dose activation, hits mostly activators | beta-arrestin recruitment to beta2AR, cell-based reporter | hit rate 0.02% among 330,000;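 also: potency is read from the fitted curve at half-maximal effect; 0% = DMSO controls and full agonism = EC100 isoproterenol or metaproterenol; nearly all actives have a fitted effect of over 65% in size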
# Target sequence (P07550 whole entry, looked up): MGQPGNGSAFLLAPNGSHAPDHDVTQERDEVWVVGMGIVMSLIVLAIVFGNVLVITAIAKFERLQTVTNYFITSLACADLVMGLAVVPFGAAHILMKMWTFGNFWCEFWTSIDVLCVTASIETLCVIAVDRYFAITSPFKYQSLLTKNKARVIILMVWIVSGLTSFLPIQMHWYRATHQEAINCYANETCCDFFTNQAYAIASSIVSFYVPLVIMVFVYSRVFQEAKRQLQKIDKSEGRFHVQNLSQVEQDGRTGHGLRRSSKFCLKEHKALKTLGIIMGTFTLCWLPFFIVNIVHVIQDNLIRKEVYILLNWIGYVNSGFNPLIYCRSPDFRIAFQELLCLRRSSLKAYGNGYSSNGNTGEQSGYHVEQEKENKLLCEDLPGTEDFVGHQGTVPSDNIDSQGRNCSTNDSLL
# p53 reactivator: re-activators of mutant p53; H1299 p53-A138V BP100-luciferase reporter, luminescence, 24 h; Potency, µM (doses to about 92.2 µM), without a hit: top-dose activity change, positive = activation, hits mostly activators; hit rate 0.063% among 320,000; AID 504706; also: potency is read from the fitted curve at half-maximal effect; % of control where 0% means no effect; nearly all actives have a fitted effect of over 45% in size
#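 p53-null H1299 cells stably carrying temperature-sensitive p53-A138V and a BP100-luciferase reporter were pinned with compounds (4-point, 1:5 series) and held 24 hrs at 37 deg C. Luminescence was read 10 min after detection reagent.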
# TSG101-PTAP inh: blocks PTAP/TSG101 interaction to inhibit HIV-1 budding; Q99816; Fluorescence polarization, FITC-PTAP peptide / Tsg101 binding; Potency, µM (highest dose often 115 µM), without a hit: at the highest dose activity change, negative = inhibition, most hits filed as inhibitors; 340,000 tested, under 10 active; AID 493005; active = well fitted inhibition curve with a large enough effect in the main read-out, with a control signal flat, not every such curve was filed as active; inconclusive = small, poorly fitted or top-dose-only effect, or effect the other way, or a change in a side signal; inactive = no such curve, though single readings can be large or run the other way; also: potency is read from the fitted curve at half-maximal effect; % of control where 0% means no effect
# Target sequence (Q99816 whole entry, looked up): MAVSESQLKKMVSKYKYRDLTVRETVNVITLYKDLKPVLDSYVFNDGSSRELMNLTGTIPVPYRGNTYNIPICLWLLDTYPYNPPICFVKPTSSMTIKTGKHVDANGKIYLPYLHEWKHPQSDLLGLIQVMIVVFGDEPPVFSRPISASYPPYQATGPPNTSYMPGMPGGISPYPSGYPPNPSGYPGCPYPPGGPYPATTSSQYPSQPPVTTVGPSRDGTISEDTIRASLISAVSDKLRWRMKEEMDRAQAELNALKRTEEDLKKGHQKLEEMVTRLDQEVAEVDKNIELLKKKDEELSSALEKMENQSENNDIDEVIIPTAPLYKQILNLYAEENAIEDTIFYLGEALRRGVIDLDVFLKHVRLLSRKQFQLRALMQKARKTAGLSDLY
#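 Tsg101 binding domain (10 uM final) was mixed with compound and a FITC-labeled PTAP peptide (50 nM final) in HEPES pH 7.5 buffer with NaCl, Tween 20, EDTA and TCEP; fluorescence polarization was read after 20 min at r.t.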
# TRPV1 agonist: human TRPV1 agonism. Q8NER1. TRPV1-expressing cells, Fluo-8 calcium influx, agonist mode. activation, % at 8.33 µM. hit rate 0.19% among 320,000; in the data active = activation above about 80%; inconclusive = between about 30% and that limit; also: 0% is about no effect
#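 TRPV1-expressing cells were cultured overnight at 35.5C and loaded with Fluo-8 calcium dye for 40 to 90 min at room temperature. After a 10 s baseline, compound was added and calcium influx was read kinetically for 3 min (ex 480/em 520 nm).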
# TCR act: activators of T cell receptors; primary human leukocytes, anti-CD3, IL-2 HTRF, 48 h; Potency, µM (highest dose often 9.22 µM), without a hit: at the top dose activation of IL-2 secretion, hits mostly activators; 330,000 tested, under 10 active; also: % of control where 0% means no effect
#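 Primary human leukocytes were stimulated with a-CD3 beads plus compounds for 48 hr without co-stimulation; secreted IL-2 was quantified by HTRF using a-IL-2-K (europium cryptate) and a-IL-2-d2, excited at 320nm with acceptor emission read at 665nm.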
# ELG1 repair inh: ELG1-dependent DNA repair inhibition. hit rate 2.3% among 330,000. Potency, µM (highest dose often 46.1 µM), inactives show top-dose activity change, negative = inhibition, usual class: inhibitors. HEK293T ELG1-luciferase reporter, luminescence, 16 h; DNA damage induced by 5-fluorouridine; also: potency is read from the fitted curve at half-maximal effect; % is scaled to controls: 0 for no effect and ±100 for the full control effect; nearly all actives have a fitted effect of over 55% in size
#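 Step one: seed 2,000 cells per well. Step two: pin-transfer compound or DMSO alongside 5-fluorouridine. Step three: incubate 16 hr, 37 °C, 5% CO2. Step four: add ONE-Glo, wait 30 min, read luminescence.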
# AT treatment: potential ataxia-telangiectasia treatments restoring KAP-1 phosphorylation | […] A-T fibroblasts, KAP-1 phosphorylation AlphaLISA; neocarzinostatin DNA damage 30 min before lysis | Potency, µM (series often up to 57.5 µM), for inactives: top-dose activation, actives largely listed as activators | hit rate 0.19% among 320,000; also: potency is read from the fitted curve at half-maximal effect; % of control where 0% means no effect; nearly all actives have a fitted effect of over 45% in size
#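 ATM-like activity read as KAP-1 phosphorylation via AlphaLISA donor/acceptor antibody pairs after lysis and 6 hr at 25C. Cells were ATM-null patient fibroblasts ([…], hTERT), dosed 60 min, then exposed to the DSB inducer NCS for 30 min.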
# CXXC DNA block: MLL CXXC-DNA interaction inhibition. Q03164. MLL-CXXC / FITC-HOXA9 DNA fluorescence polarization. Potency, µM (titrated, usually from 115 µM), without a hit: at the highest dose activity change, negative = inhibition, hits mostly inhibitors. hit rate 0.037% among 290,000. AID 2662; active = well fitted inhibition curve with a large enough effect in the polarisation, with a control signal flat, not every such curve was filed as active; inconclusive = small, poorly fitted or top-dose-only effect, or effect the other way, or a change in a side signal; inactive = no such curve, though single readings can be large or run the other way; the % refers to the polarisation; also: potency is read from the fitted curve at half-maximal effect
#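 Steps: dispense CXXC domain solution (7 uM) → pin compounds or unlabeled HOX-A9 DNA control → 5 min ambient → add FLSN-HOX-A9 solution (50 nM) → spin → 30 min ambient → fluorescence polarization. Tris pH 7.5/NaCl/DTT/BSA buffer.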
# * marks the source's active call; other numbers are inactive results; ? = inconclusive; . = no result given; [ ] = dose if it differs, or a comment. Unless noted, calls follow the shape of the dose curve; as a rule, active = well fitted curve in the direction sought with a large enough effect; inconclusive = small, poorly fitted or top-dose-only effect, or another doubt; inactive = no such curve, though single readings can be large; an effect the other way counts as inactive or inconclusive. Random draw from the library; any-hit rate near 3.8%.
SMILES,Integrin act MD,BRCA1 expr up,B2AR arrestin,p53 reactivator,TSG101-PTAP inh,TRPV1 agonist,TCR act,ELG1 repair inh,AT treatment,CXXC DNA block
CCN1C(=O)/C(=C/N(C)C)c2ccccc21,-29%,-61%,-0.2%,2%,-4%,-2,9%,1%,1%,-2%
C=C(C(=O)c1ccccc1)C(c1ccccc1)C(C)C(=O)c1ccccc1 (stereo not given),-52%[inhibitor],-95%[inhibitor],-1.3%,-3%,1%,9,8%[46.1 µM],?,11%,6%
CCNC(=O)C1CC(=O)N(CCCc2ccccc2)C(=Nc2ccccc2)S1 (stereo not given),11%,20%,-0.4%,2%,1%,?,-4%,0%,7%,19%
CSc1nc2cc(C)nn2c(-c2ccccc2Cl)c1C#N,4%,0%,0.0%,-4%,96%[activator],1,4%,11%,0%,14%
COc1ccc([C@H]2CC(=O)C=C(c3ccc4c(c3)OCO4)C2)cc1OC,5%,-8%,-0.1%,-33%[inhibitor],-6%,19,3%,?,13%,.
COC(=O)C1N[C@@H]([C@@H](NC(=O)COc2ccccc2)C(=O)NCc2ccc(OC)cc2)SC1(C)C (stereo not given in full),19%,0%,.,.,-6%,.,0%,.,.,.
CCOc1ccccc1CNC(=O)c1ccc(NC(=O)C2=C(C)OCCS2)cc1,20%,9%,0.0%,-4%,-2%,16,8%,?,7%,14%
COC(=O)c1sccc1NC(=O)c1cc(-c2cccc(C)c2)nc2ccccc12,17%,-41%,-0.2%,6%,-1%,0,5%,1%,-4%,-4%
Cc1ccc(CNC(=O)Nc2ccc(OC(F)(F)F)cc2)n1C,-2%,-14%,-0.6%,-3%,1%,11,4%,-14%,2%,0%
Cc1cc2c(cc1C)C(=O)C(=O)N2,14%,7%,.,.,0%,.,-7%,.,.,.
CN(CC(=O)Nc1ccccc1Cl)CC(=O)Nc1c(F)cccc1F,?,11%,0.4%,-5%,0%,6,1%,?,-2%,1%
O=C1c2ccccc2C(=O)N1OCc1ccccc1,22%,-52%,-0.8%,-3%,-1%,3,-5%,2%,0%,7%
CCOC(=O)/C=C/C(=O)Nc1ccc(S(=O)(=O)Nc2nccs2)cc1,8%,-3%,-0.1%,-4%,0%,2,9%,13%,-3%,-6%
COc1cc(NC(=O)CN2C(=O)NC3(CCOc4ccccc43)C2=O)cc(OC)c1 (stereo not given),41%,-12%,0.1%,-4%,-1%,0,5%,-1%,-9%,.
Cc1cccc(-n2c(Cc3ccccc3)n[nH]c2=S)c1,?,-12%,-0.2%,0%,1%,2,5%,8%,9%,6%
Cc1c(Cl)c(=O)n2c(=O)c(Cl)c(C)n12,-39%,-2%,0.5%,0%,-7%,1,-8%,-6%,3%,?
Cc1ccc(OCC(=O)Oc2ccc(C)c(C)c2)cc1,9%,0%,0.1%,-8%,0%,1,.,9%,-1%,-5%
Cc1cccc(NC(=O)c2cc3n(n2)C(C(F)(F)F)CC(c2ccc4c(c2)OCO4)N3)c1 (stereo not given),-6%[7.66 µM],-46%,-0.2%,-25%,-3%,-5,-1%,?,.,3%
COc1ccc(CN(C)C(=O)c2ccc(COc3ccccc3)cc2)c(OC)c1,-26%,-14%,0.0%,-5%,-3%,-2,-2%,?,6%,12%
CCOC(=O)C(CSCc1ccccc1)NC(=O)OC(C)(C)C (stereo not given),-18%,-2%,-2.8%,21%,2%,?,-5%,-3%,0%,-4%
O=C(CC1C(=O)NCCN1Cc1ccccc1C(F)(F)F)NCCn1cccn1 (stereo not given),?,0%,-0.2%,0%,-3%,1,3%,-10%,15%,4%
CN(Cc1ccco1)C(=O)c1ccc(OC2CCN(Cc3ccccn3)CC2)cc1,?,4%,0.4%,3%,-9%,1,1%,17%,0%,15%
CC(C)(C)N1C(=O)Cc2c1nc(N)c1c(N)nc(N3CCCCC3CO)c(C#N)c21 (stereo not given),-14%,-33%,-0.1%,-13%,-2%,0,-2%,18%,29%,2%
O=C1CC(C(=O)N2CCc3ccccc32)CN1c1cccc(C(F)(F)F)c1 (stereo not given),-10%,-29%,-0.3%,2%,0%,30,1%,13%,3%,.
O=C(O)c1ccc(N/N=C/c2c(F)cccc2Cl)cc1,?,?,0.3%,-12%,-9%,-2,5%,?,11%,7%
CCCc1nc(-c2cc3ccccc3[nH]c2=O)no1,13%,2%,-0.2%,-3%,1%,-1,7%,3%,0%,-7%
CC(C)(C)NC(=O)COC(=O)c1ccc(Cl)cc1O,0%,13%,-0.1%,-1%,-1%,5,-3%,15%,-2%,1%
CCCN(CC(=O)Nc1ccccc1C)C(=O)CCCNC(=O)c1ccc(Cl)cc1,-19%,-8%,-0.9%,-9%,-1%,3,4%,15%,5%,.
Cc1ccc(S(=O)(=O)NNC(=O)c2ccc(NC(=O)C3CC3)cc2)cc1,32%,13%,-0.2%,2%,0%,-3,-1%,-2%,8%,9%
Cc1nn(C)c(Oc2ccccc2)c1CCNS(=O)(=O)c1ccccc1,?,-84%,-0.2%,-12%,-3%,4,-109%,?,2%,2%
CN1C2CCC1CC(NC(=O)CSCc1ccc(Cl)cc1Cl)C2 (stereo not given),-12%,-20%,-0.3%,12%,-5%,2,11%,?,11%,6%
CCn1cc(S(=O)(=O)N2CCN(Cc3cccc(Cl)c3)CC2)cn1,12%,0%,0.4%,-7%,0%,6,-4%,7%,-1%,-1%
CCOc1ccc(C(=O)CCC(=O)NCC(=O)Nc2c(C)cccc2C)cc1,-18%,1%,0.2%,8%,-3%,3,2%,?,-4%,.
COc1cccc(C2Nc3cccc4cccc(c34)N2)c1,11%,-42%,-0.5%,-3%,-1%,1,2%,3%,2%,1%
CCN1CCN(c2nc(-c3ccc(F)cc3)cc(=O)[nH]2)CC1,-7%,1%,-0.4%,.,-9%,2,-2%,0%,6%,2%
CC1CCN(C(=O)CN(c2ccc3c(c2)OCCO3)S(=O)(=O)c2ccccc2)CC1,-1%,37%,0.6%,20%,0%,-1,10%,?,8%,47%[activator]
Cn1ccsc1=NC(=O)c1ccc([N+](=O)[O-])o1,0%,-31%,0.0%,-3%,-3%,?,10%,-10%,-9%,9%
CCCCc1ccc(NC(=O)CN2C(=O)C3CCCCC3C2=O)cc1 (stereo not given),4%,0%,0.3%,5%,0%,4,6%,16%,9%,.
NS(=O)(=O)c1ccc(NC(=O)CN2C(=O)CCC2=O)cc1,29%,27%,0.0%,3%,-5%,-1,8%,0%,-7%,-5%
COc1ccc(Nc2oc(COc3ccc(Cl)cc3)nc2C#N)cc1,-36%,-71%,-0.1%,1%,0%,1,-3%,?,2%,-2%
O=C(c1ccc(Cl)c([N+](=O)[O-])c1)N1CCCc2ccccc21,-19%,-30%,0.2%,7%,-5%,13,-2%,?,1%,-2%
CCCCN1CC(C(=O)NCc2ccc(C)cc2)CC1=O (stereo not given),2%,7%,-3.4%,1%,2%,3,-4%,5%,4%,12%
COc1ccc(C(=O)N[C@H](C(=O)NC2CCCCC2)C(C)C)cc1,19%,23%,-0.9%,2%,-8%,.,-1%,14%,2%,.
O=C(Nc1cccnc1Cl)c1cc(-c2ccccc2O)on1,6%,8.9µM*,-0.1%,23%,0%,-3,2%,?,3%,33%[activator]
COc1ccc(OC)c(NC(=O)C2CCCN(S(C)(=O)=O)C2)c1 (stereo not given),-3%,-1%,-0.4%,.,-6%,4,12%,-14%,0%,0%
CCc1nnc(NC(=O)C2CCN(C(=O)NC3CCCCC3)CC2)s1,-5%,-4%,-0.3%,-2%,-4%,-4,3%,-12%,-2%,0%
O=C(N/N=C/C(Br)=C/c1ccccc1)c1cnccn1,-58%[inhibitor],51%,?,?,-1%,.,-1%,0%,3%,40%[activator]
CN(N=Nc1cccc([N+](=O)[O-])c1)c1ccccc1,19%,83%,0.5%,?,-2%,8,12%,?,9%,9%
CN1CCN(C(=O)/C=C/c2ccc(Cl)c(Cl)c2)CC1,-12%,39%,0.0%,?,-3%,?,-4%,?,4%,-15%
CCC1(CC)N=C(c2ccccc2)C(=S)N1,-25%,0%,0.1%,-1%,-5%,2,-6%,8%,-1%,4%
CC1=C(C)CC(C(=O)NCc2cccc(Cl)c2)C(C(=O)O)C1 (stereo not given),.,.,-0.6%,24%,.,-1,.,1%,-8%,-11%
Cc1ccc2sc(N(CCCN(C)C)C(=O)c3ccc(Br)s3)nc2c1C,-63%[inhibitor],-33%,0.1%,2%,-6%,10,9%,?,4%,6%
CCCCC(=O)Nc1cccc(NC(=O)c2ccccc2Br)c1,1%,-38%,-0.1%,-13%,.,0,.,-5%,-3%,1%

# Assay outcomes from PubChem.
